# S1P3 agonist = agonists of human S1P3 receptor; Q99500; S1P3 NFAT-BLA reporter cells, agonism, FRET ratio; relative to 1 µM S1P, basal subtracted; activation, % at 4.5 µM; 0.1% of 60,000 active;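 active = activation above the screen-wide mean plus 3 SD, cut at about 4.5% in these data, passing the limit was not always enough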; note: some compounds called inactive have numbers as strong as hits
#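 Material: Human S1P3 NFAT-BLA reporter CHO cells | Incubation: Overnight plating, 4 h compound 37 °C, 2 h substrate RT | Signal: FRET β-lactamase substrate fluorescence, excitation 405 nm, 460/535 nm emission ratio, background-subtracted | Compound: 4.5 µM final, single dose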
# RORA act = RORA (human) activation; CHO-K1 Gal4-RORA LBD luciferase reporter, luminescence; percent increase over mock-subtracted basal signal; AID 560; activation, % at 10 µM; 1.5% of 65,000 active;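 active = activation above the mean of all tested compounds plus 3 SD, cut at about 49% in these data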;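 note: 0% = DMSO-treated RORA cells and 100% = added signal equal to DMSO minus mock-transfected cells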
# 5HT1E ag = activates the human 5-HT1E serotonin receptor; P28566; CHO 5-HT1E Ga15 NFAT-bla reporter, FRET; 0% DMSO wells, 100% control agonist wells; activation, % at 6 µM; 0.69% of 65,000 active; AID 574;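 active = activation above a set limit, the screen-wide mean activation plus 3 SD, cut at about 8.5% in these data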;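 note: 100% = positive control agonist at 1 µM giving full maximal response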
# Target sequence (P28566 whole entry, looked up): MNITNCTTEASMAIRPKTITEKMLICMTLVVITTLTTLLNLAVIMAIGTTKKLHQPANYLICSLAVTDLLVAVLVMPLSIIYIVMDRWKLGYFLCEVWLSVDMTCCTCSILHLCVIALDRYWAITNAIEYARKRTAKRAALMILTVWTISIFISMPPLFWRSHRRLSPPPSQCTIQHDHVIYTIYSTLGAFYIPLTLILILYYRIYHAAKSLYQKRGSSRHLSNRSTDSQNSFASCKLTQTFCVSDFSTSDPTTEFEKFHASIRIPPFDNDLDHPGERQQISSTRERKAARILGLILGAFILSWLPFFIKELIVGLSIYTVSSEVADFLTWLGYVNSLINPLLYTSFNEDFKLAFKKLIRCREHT
# SF1 activator = SF-1 (human) activation; activation, % at 10 µM; CHO-K1 Gal4-SF-1 LBD luciferase reporter; % increase over DMSO SF-1-specific signal; AID 522; 1.9% of 65,000 active;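 active = activation above the mean activation of all tested compounds plus 3 SD, cut at about 50% in these data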
#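 Assay system: CHO-K1 cells co-transfected with Gal4 DBD–human SF-1 LBD, 5xGal4 luciferase reporter / Input: 4,000 cells per well / Incubation: 20 h compound exposure at 37 °C after 1 h cell settling / Detection: SteadyLite luciferase luminescence / Control set: DMSO negative control and −SF1 background wells / Replication: one test per compound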
# S1P1 ag pot = agonists and agonism potentiators of human S1P1 receptor; S1P1 CRE-bla cells, forskolin, beta-lactamase FRET, potentiator mode; S1P1 agonist co-added at EC20, 2 nM; 100% = saturating reference agonist, 0% = basal; activation, % at 9.5 µM; P21453; 0.57% of 56,000 active;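 active = activation above a cutoff set at the mean activation of all tested compounds plus 3 SD, cut at about 54% in these data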;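 note: forskolin at 4 µM as EC80 and the EC20 agonist is SEW2871; 100% = SEW2871 at its EC100 plus forskolin at EC80; some compounds past the cut are filed as inactive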
# tolC growth inh = E. coli tolC mutant growth inhibition | growth inhibition, % at 10 µM (by protocol) | AID 573 | 2.2% of 65,000 active | E. coli BW25113 tolC mutant growth, OD615;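 active = growth inhibition at or above a cutoff equal to the mean over every tested compound plus 3 SD, cut at about 60% in these data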;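 note: growth measured after 20 h incubation at 37 °C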
#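 Test system – E. coli BW25113 ΔtolC::kan, tolC deletion mutant strain · Detection – OD at 615 nm · Buffer or medium – LB with kanamycin 50 µg/mL · Times – 20 h compound exposure of bacteria at 37 °C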
# HTR1E antagonist = antagonists of human 5-HT1E serotonin receptor. P28566. CHO 5-HT1E Ga15 NFAT-bla reporter, FRET, antagonist. inhibition, % at 6 µM. 0.99% of 65,000 active. AID 571;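 active = inhibition above a set limit, the mean inhibition across every tested compound plus 3 SD, cut at about 29% in these data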;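 note: signal is the 460 over 535 nm emission ratio of beta-lactamase substrate; 0% = agonist plus DMSO wells and 100% = wells without agonist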
# 5HT1a antag = antagonists of human 5-HT1a serotonin receptor | inhibition, % at 10 µM | AID 612 | CHO 5-HT1a Ga15 NFAT-bla reporter, antagonist mode | 0.68% of 62,000 active | P08908;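 active = inhibition above the mean of all tested compounds plus 3 SD, cut at about 43% in these data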;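 note: receptor stimulated by 5-CT agonist at 100 nM near EC80; beta-lactamase reporter measured by ratiometric fluorescence of a cleavable substrate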
# Target sequence (P08908 whole entry, looked up): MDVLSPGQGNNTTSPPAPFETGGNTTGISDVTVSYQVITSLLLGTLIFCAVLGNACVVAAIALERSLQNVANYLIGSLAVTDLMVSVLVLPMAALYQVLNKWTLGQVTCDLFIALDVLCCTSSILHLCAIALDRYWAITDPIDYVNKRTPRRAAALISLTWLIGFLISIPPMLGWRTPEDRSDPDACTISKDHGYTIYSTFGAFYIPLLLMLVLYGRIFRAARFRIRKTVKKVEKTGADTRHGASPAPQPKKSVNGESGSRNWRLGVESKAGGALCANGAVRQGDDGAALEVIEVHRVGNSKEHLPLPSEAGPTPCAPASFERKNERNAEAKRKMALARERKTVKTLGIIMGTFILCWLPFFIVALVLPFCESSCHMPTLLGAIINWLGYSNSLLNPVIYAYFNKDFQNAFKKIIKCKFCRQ
# AP ELISA ortho = orthogonal test for alternative complement pathway inhibitors; Human serum alternative complement pathway, LPS-coated ELISA, C3 deposition; tested in compound mixtures; inhibition, % at 5 µM; 0.08% of 62,000 active;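 active = inhibition above 30% in each of the two pooled mixtures holding the compound, so the lower value exceeds 30%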;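 note: 0% = serum in Mg-EGTA without compound and 100% = EDTA serum blank; some compounds past the cut are filed as inactive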
#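 Test system: human serum alternative complement pathway, C3 deposition on LPS-coated wells; also added: Plate-bound LPS; doses: 5 µM per compound in ten-compound mixtures; schedule: 1 h at 37 °C; detection: Anti-C3 ELISA, OD 450 nm; evaluation: percent inhibition of C3 deposition onto LPS; repeats: two pool placements per compound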
# * = called active by the depositor; · = no result given.
SMILES,S1P3 agonist,RORA act,5HT1E ag,SF1 activator,S1P1 ag pot,tolC growth inh,HTR1E antagonist,5HT1a antag,AP ELISA ortho
CCCn1c(N)c(N(C)C)c(=O)n(CC(=O)Nc2ccc(OC(F)(F)F)cc2)c1=O,0.4,1,-0.3,-5,-7,-3,-12,2,1
CCOCC(=O)Nc1nc2ccc(OC)cc2s1,-0.7,33,-0.1,51*,-26,-6,-10,-10,17
Cc1nn(-c2nnc(C)c(=O)[nH]2)c(C)c1SCC(=O)Nc1ccc(C(C)C)cc1,-1.4,13,-0.3,-5,0,18,6,-7,9
Cc1nnc(Oc2ccccc2F)c2ccccc12,0.0,18,0.6,21,3,11,-17,2,-6
O=C(OC(C(=O)NCc1ccc2c(c1)OCO2)c1ccccc1F)c1ccco1 (centres undefined),-0.3,19,0.8,12,-29,21,-7,-15,23
COc1ccc(OC)c(C(=O)COC(=O)CNC(=O)C2CCCCC2)c1,-1.4,-2,0.0,-3,-9,8,-1,-1,-6
CN1C2CCC1CC(OC(=O)c1c[nH]c3ccccc13)C2 (centres undefined),-0.3,-5,1.2,4,-2,-5,0,3,-17
O=C(CCCn1c(=O)c2sccc2n(CC(=O)OCc2ccccc2)c1=O)NCc1ccco1,-0.2,-4,-0.2,3,16,5,13,6,1
CCN1C(=O)C2C(c3cccc(F)c3)NC(CC)(C(=O)OC)C2C1=O (centres undefined),-0.7,-5,0.4,-16,0,-12,-4,-7,12
O=C(CN1C(=O)C2CC=C(Cl)CC2C1=O)NCc1ccccc1 (centres undefined),-0.5,-14,0.1,-5,-9,20,-8,-6,-1
Cn1c(=O)[nH]c(=O)c2c1nc(Br)n2CCCCSc1nc2ccccc2o1,-1.6,-5,0.6,1,-30,23,9,3,-1
O=C(Nc1ncc(Br)s1)C(Cc1ccccc1)n1cccc1 (centres undefined),-0.6,-2,0.3,1,99*,96*,-14,13,12
CC(=O)Nc1cccc(-c2nc3ccccc3c(=O)o2)c1,-0.7,7,0.4,8,·,3,-1,-17,26
COc1ccc(O)c(C(=O)CC(=O)c2ccc(F)cc2)c1,-0.5,-58,0.2,-52,-37,100*,-15,-2,15
O=C(O)CCc1ccc(-c2ccccc2)n1CC1CCCO1 (centres undefined),0.0,-6,0.3,-11,-9,2,2,-5,-1
CCCCN(Cc1cc2cc(OC)ccc2[nH]c1=O)C(=O)c1ccco1,·,0,0.1,4,·,·,17,-14,19
COc1cc2[nH]c(=O)n(CCCC(=O)NCCc3ccccc3)c(=O)c2cc1OC,·,5,-1.2,7,·,-10,-4,0,0
COc1cccc(NC(=O)Cn2c(=O)n(CCCC(=O)NCc3ccco3)c(=O)c3ccccc32)c1,-0.6,-12,-0.3,14,-18,-12,-6,3,16
CCOC(=O)C(C)n1ncn2cccc2c1=O (centres undefined),-0.2,-15,-0.3,-7,-1,-31,-2,-11,11
CCOC(=O)c1cc2c(=O)n3ccccc3nc2n(CCCOC)c1=NC(=O)c1cccnc1,·,-12,0.8,-1,·,6,4,-6,10
O=C1Cc2ccccc2C(=O)N1CCc1ccccc1,-0.6,-16,1.7,15,-11,9,-3,-2,1
O=C(COC(=O)c1n[nH]c2ccccc12)NC(=O)NCc1ccco1,1.3,-5,-0.9,0,7,-6,-6,-3,-1
O=C(NCc1cccc(F)c1)C1CCN(S(=O)(=O)Cc2ccccc2)CC1,-1.0,11,-0.7,-6,15,-10,-11,3,23
C=CC1C(N2CCOCC2)C(C)(C)S1(=O)=O (centres undefined),-0.5,10,-0.3,-9,-7,-6,0,-7,-4
Cc1cc(C(=O)OCC(=O)NC2CCS(=O)(=O)C2)c(C)n1-c1ccccc1 (centres undefined),-1.2,23,-1.3,-14,12,-6,4,6,10

# One compound at a time (already shown):
# `CCOCC(=O)Nc1nc2ccc(OC)cc2s1` reads S1P3 agonist = -0.7; RORA act = 33; 5HT1E ag = -0.1; SF1 activator = 51*; S1P1 ag pot = -26; tolC growth inh = -6; HTR1E antagonist = -10; 5HT1a antag = -10; AP ELISA ortho = 17
# `COc1cccc(NC(=O)Cn2c(=O)n(CCCC(=O)NCc3ccco3)c(=O)c3ccccc32)c1` reads S1P3 agonist = -0.6; RORA act = -12; 5HT1E ag = -0.3; SF1 activator = 14; S1P1 ag pot = -18; tolC growth inh = -12; HTR1E antagonist = -6; 5HT1a antag = 3; AP ELISA ortho = 16

# The list continues.
SMILES,S1P3 agonist,RORA act,5HT1E ag,SF1 activator,S1P1 ag pot,tolC growth inh,HTR1E antagonist,5HT1a antag,AP ELISA ortho
Nn1c(SCC(=O)Nc2ccc3c(c2)OCO3)nnc1C1CC1,0.1,-5,0.1,-13,-11,-16,-8,-16,7
Cc1ccc2cc(-c3noc(C4CCCCC4)n3)c(=O)[nH]c2c1,-0.4,-1,0.8,21,-12,-9,-2,2,17
C1CCN(c2nc(N3CCCCC3)nc(N3CCNCC3)n2)CC1,-0.8,-9,-0.3,-1,-36,6,-12,-2,-3
CCNc1nc(Oc2ccc(=O)n(-c3ccccc3)n2)nc(N2CCOCC2)n1,1.2,-10,0.6,14,-33,-4,13,-13,12
CC(=O)Cc1nsc(NC(=O)c2cc(-c3cccc(C(F)(F)F)c3)oc2C)n1,-1.0,-5,0.8,2,·,1,-7,-23,2
OCCCNCc1cccc2ccccc12,-1.2,-4,0.4,-16,3,-9,0,-14,8
CCN(CC)c1ccc2c(C)c(-c3ccc(N)cc3)c(=O)oc2c1,0.8,22,5.0,46,-7,7,-15,·,5
COC(=O)c1cc(Cl)c(N)cc1OC,-0.9,-2,0.8,-12,·,1,-1,0,16
CCN(C(=O)c1sc(N)c(C#N)c1C)C1CCCCC1,-0.3,22,0.1,-10,-28,3,-3,0,6
CC(C)Cc1cc(C(=O)Nc2ccc(F)cc2F)no1,0.2,12,-0.4,8,-23,7,-8,9,13
CCOC(=O)c1c(C)n(C)c2ccc(OC)c(NC(=O)CN3CCSCC3)c12,0.0,-15,0.1,-13,2,6,-5,·,·
CCOC(=O)C(C)Oc1cccc2c(=O)n(CC(=O)N3CCN(C(=O)OCC)CC3)ccc12 (centres undefined),-0.5,16,0.5,0,14,2,-8,-2,-1
O=S(=O)(N1CCCCC1)N1CCCN(S(=O)(=O)N2CCCCC2)CC1,-0.8,-9,-0.3,-5,·,-8,-1,4,3
O=C(Nn1c(-c2ccccc2)nc2ccccc2c1=O)C1CCC1,0.2,10,-0.9,-20,2,-22,1,-1,27
O=C(COC(=O)c1cccs1)NC1CCCCC1,-0.3,6,-0.3,8,3,-5,5,-1,-10
Cc1cc(C)n2nc(SCC#N)nc2n1,-0.5,7,0.3,7,-3,-14,-16,5,10
Cc1cc(O)cc(=O)n1Cc1ccco1,1.1,4,0.1,0,-5,-5,-6,-15,8
Cc1csc(NC(=O)CN(C)S(=O)(=O)c2cccc3cccnc23)n1,0.7,5,0.9,-3,-21,4,-1,5,21
CC(=O)C1=C(O)C(=O)N(Cc2ccccc2)C1c1ccco1 (centres undefined),·,-20,0.7,0,·,2,-1,-7,1
CN1CCN(C(=O)C(Cc2ccccc2)NS(=O)(=O)c2ccc3c(c2)CCC(=O)N3)CC1 (centres undefined),1.1,-12,1.3,7,-1,-14,-6,5,25
COc1ccc(OCc2nc(N)nc(Nc3cccc(C)c3C)n2)cc1,-0.3,-4,-0.8,-5,1,-13,10,10,18
CCOc1ccc(C(=O)Nc2nnc(C)s2)cc1OCC,-1.4,-13,-1.0,-9,-16,-5,-5,6,11
O=C(NCC(=O)N(c1cccc(F)c1)C(C(=O)NCC1CCCO1)c1ccccc1)c1ccco1 (centres undefined),-0.9,-5,-0.1,-29,16,-15,-7,12,23
CCN(CC)c1ccc(-n2c(C)c(C(C)=O)c(C(C)=O)c2C)cc1,-1.4,23,-0.4,-3,66,32,-1,30,2
COc1ccc(N2Cc3cccc(C(=O)N4CCN(C(=O)c5ccco5)CC4)c3C2=O)cc1,0.0,-1,0.5,0,10,-13,2,0,17

# The list continues.
SMILES,S1P3 agonist,RORA act,5HT1E ag,SF1 activator,S1P1 ag pot,tolC growth inh,HTR1E antagonist,5HT1a antag,AP ELISA ortho
COc1ccccc1N(CC(=O)Nc1cccnc1)S(C)(=O)=O,-0.6,-11,-0.6,1,-28,-12,1,-6,6
Cc1cc(NC(=O)CCS(=O)(=O)c2nc(-c3ccccc3)cc(C(F)(F)F)n2)no1,-1.0,-36,0.3,-32,·,7,40*,61*,14
COc1ccc(N(CC(=O)Nc2cccc(OC)c2)S(=O)(=O)c2c(C)nn(C)c2C)cc1,-0.7,-37,0.3,6,8,-15,5,8,9
Cc1ccc(S(=O)(=O)N2CCCC2C(=O)NCCc2nc3ccccc3[nH]2)cc1 (centres undefined),-0.7,-7,0.8,2,-9,-3,-5,-10,·
CC(C)C(c1nnnn1C1CCCC1)N1CCc2ccccc21 (centres undefined),-0.2,4,-0.4,0,24,37,13,30,6
Cc1cccc(OCC(O)Cn2c(-n3nc(C)cc3C)nc3c2c(=O)[nH]c(=O)n3C)c1 (centres undefined),-1.7,13,1.5,-13,-23,8,-4,-3,9
COc1ccc(CCn2c(N3CCN(C)CC3)nc3c2c(=O)[nH]c(=O)n3C)cc1,-1.3,22,0.7,-16,2,-4,1,10,3
O=C1COc2ccc(C(=O)NCc3ccco3)cc2N1,-0.9,-8,-0.5,14,-14,-8,1,3,14
COC(=O)c1ccccc1NC(=O)c1cnn2c(C(F)F)cc(C3CC3)nc12,0.0,9,2.0,-8,·,13,-10,36,4
O=C(O)C1C2C=CC(C2)C1C(=O)NCc1ccoc1 (centres undefined),-0.1,-18,0.0,-4,-9,-13,-5,14,-7
CC1CCN(CCn2c(=S)[nH]c3ncccc3c2=O)CC1,0.3,19,-0.2,-5,-6,-18,2,-10,25
COc1ccc(C2C=C(c3ccccc3)Nc3nnnn32)cc1 (centres undefined),-0.5,9,-0.4,16,·,-14,20,23,10
COc1cc(C(=O)NCCc2cn3ccc(C)cc3n2)cc(OC)c1OC,-0.1,-4,0.9,-5,-24,1,5,7,8
COc1ccc(/C(O)=C2/C(=O)C(=O)N(CCN(C)C)C2c2ccccn2)cc1OC (centres undefined),-4.2,9,-0.6,6,1,10,2,·,-8
CCOc1ccc(NC(=O)C2CSC(c3ccncc3)=N2)cc1 (centres undefined),-1.0,-17,0.1,2,12,13,7,-2,-7
O=C(CSc1nn(-c2ccc(Cl)cc2)c(=S)s1)N1CCN(C(=O)c2ccco2)CC1,0.8,-24,0.0,16,6,7,2,2,0
CC1Cc2ccccc2N1C(=O)CSc1ncccc1C(=O)O (centres undefined),0.0,-22,0.1,-21,-8,-7,-10,10,10

# Screens: PubChem BioAssay, several laboratories
